Screening data from PubChem.
TEAD-YAP block: TEAD-YAP interaction inhibition, primary screen, TEAD-YAP interaction inhibitor project, luminescence, HEK-TIYL cells | TEAD-Gal4/YAP UAS-luciferase luminescence | inhibition, % at 9.12 µM | 640,000 compounds, 1.4% hits; in the data active = inhibition above about 32%;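 also: 0% = median of test compound wells and 100% = reference inhibitor wells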
MITF inh: MITF inhibitors, primary screen, biochemical, AlphaScreen, human. AlphaScreen MITF homodimerization, bead proximity signal. inhibition, % at 2.6 µM. Microphthalmia-associated transcription factor (Homo sapiens), O75030. 650,000 compounds, 0.91% hits. AID 1259374, 2018; in the data active = inhibition above about 50%;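 also: 0% = vehicle wells with protein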
FBW7 act: FBW7 E3 ligase activators, primary screen, biochemical, AlphaScreen, human; F-box/WD repeat-containing protein 7 (Homo sapiens), Q969H0; normalized activity (activation), % at 26.1 µM; AID 1259310, 2017; 650,000 compounds, 0.13% hits; AlphaScreen FBW7–phospho-cyclin E peptide binding, activator screen; in the data active = normalized activity above about 1.9%;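 also: purified mutant Fbw7 with reduced substrate affinity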
Target sequence (Q969H0 whole entry, looked up): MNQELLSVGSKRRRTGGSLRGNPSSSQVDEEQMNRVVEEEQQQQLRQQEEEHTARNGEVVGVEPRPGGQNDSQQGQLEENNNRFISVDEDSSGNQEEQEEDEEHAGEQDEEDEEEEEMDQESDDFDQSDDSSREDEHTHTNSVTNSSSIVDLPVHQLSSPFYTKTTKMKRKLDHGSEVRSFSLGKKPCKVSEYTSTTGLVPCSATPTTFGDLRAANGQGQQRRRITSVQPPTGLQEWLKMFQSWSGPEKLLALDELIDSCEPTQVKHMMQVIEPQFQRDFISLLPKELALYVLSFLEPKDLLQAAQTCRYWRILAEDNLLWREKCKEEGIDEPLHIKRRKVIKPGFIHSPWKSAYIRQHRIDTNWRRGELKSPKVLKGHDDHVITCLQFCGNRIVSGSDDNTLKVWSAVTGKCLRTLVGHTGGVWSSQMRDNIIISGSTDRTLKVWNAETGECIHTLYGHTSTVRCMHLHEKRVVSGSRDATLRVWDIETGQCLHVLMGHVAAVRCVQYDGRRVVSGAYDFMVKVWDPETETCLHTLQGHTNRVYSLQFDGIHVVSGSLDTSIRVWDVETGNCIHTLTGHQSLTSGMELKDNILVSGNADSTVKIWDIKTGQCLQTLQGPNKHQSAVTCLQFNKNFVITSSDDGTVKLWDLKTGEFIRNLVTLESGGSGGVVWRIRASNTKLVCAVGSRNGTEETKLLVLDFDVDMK
GPR151 activ: activators of human GPR151, primary screen, cell-based, PathHunter beta-arrestin, luminescence; G-protein coupled receptor 151 (Homo sapiens), Q8TDV0; AID 1508602, 2020; PathHunter beta-arrestin GPR151 cells; activation, % at 11.2 µM; 650,000 compounds, 1% hits; in the data active = activation above about 4.9%;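 also: 0% = median of compound wells and 100% = cells with positive control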
* = called active by the depositor.

SMILES	TEAD-YAP block	MITF inh	FBW7 act	GPR151 activ
CCOc1cc(C2C(C(=O)Nc3ccccc3OC)=C(C)Nc3nnnn32)ccc1O (stereo not drawn)	21	7	0.9	-0.7
CCOc1ccc(NC(=O)CN(c2ccc(C)cc2)S(=O)(=O)c2c(C)noc2C)cc1	8	-35	-0.3	2.5
Cc1ccc(S(N)(=O)=O)cc1NC(=O)c1ccc([N+](=O)[O-])cc1Cl	7	5	0.2	1.0
Cc1ccc(S(=O)(=O)CCN2CCN(c3ccccc3)CC2)cc1	6	3	0.0	-0.1
CCN(CC)CC(=O)Nc1nn(-c2ccccc2)nc1C(N)=O	-3	0	0.0	0.1
Cc1ccc(CN2CCC(C3(C)NC(=O)N(Cc4ccsc4)C3=O)CC2)cc1C (stereo not drawn)	10	8	0.0	3.0
CCOc1c(Br)cc(/C=C2/SC(=O)N(C(C)C(=O)OC)C2=O)cc1OC (stereo not drawn)	-7	11	0.1	-0.9
O=C(O)CCCCCN1C(=O)C(O)=C(C(=O)/C=C/c2ccccc2)C1c1cccc(F)c1 (stereo not drawn)	9	2	0.0	1.8
Cc1ccc(C)c(-n2c(SCC(=O)NC(C)(C)C)nnc2-c2cccnc2)c1	-5	6	0.0	0.1
CCCCn1c(CNC(=O)c2c(F)cccc2Cl)nnc1SC(C)C(=O)Nc1sc(C(=O)OCC)c(C)c1C(=O)OCC (stereo not drawn)	5	6	0.3	-1.2
CCCN(CC(=O)Nc1ccc(C(N)=O)cc1)CC(=O)Nc1cc(Cl)ccc1Cl	8	2	0.0	1.5
COC(=O)c1cccc(NS(=O)(=O)c2ccc([N+](=O)[O-])cc2)c1	9	0	-0.1	-1.0
CC(=O)Nc1cc(CNCc2ccc3c(c2)CCCN3C(C)C)cc(C(=O)N2CCCC2)c1	11	13	-0.1	-0.4
Cc1cnc(CN(C)Cc2c(C(=O)N3CCCCCCC3)nc3ccc(Cl)cn23)[nH]1	6	-11	0.1	0.0
COc1ccc(S(=O)(=O)N(CC(=O)O)Cc2ccccc2)cc1OC	7	-2	0.2	0.1
COc1cccc2sc(NC(=O)c3ccc(S(=O)(=O)N4CCOCC4)cc3)nc12	12	-4	0.0	-0.1
O=C1CC(c2cccc(C(F)(F)F)c2)C2=C(CCCC2=O)N1 (stereo not drawn)	6	12	0.3	-0.7
CCCC(C)NC(=O)/C=C/c1ccc(Cl)cc1 (stereo not drawn)	-31	4	-0.1	-0.9
CCN(CC)C(=O)C1c2ccccc2C(=O)N2CCc3cc(OC)c(OC)cc3C12 (stereo not drawn)	8	5	0.0	-1.0
Cc1cccc(N2CCN(C(=O)c3cccn4c(=O)c5ccccc5nc34)CC2)c1C	8	7	0.8	0.3
COc1ccc(Cn2c(=S)[nH]c3cc(C(=O)Nc4ccc(Oc5ccccc5)cc4)ccc3c2=O)cc1	0	18	0.1	-0.4
CCCCSc1nnc2c(n1)OC(c1ccc([N+](=O)[O-])cc1)Nc1ccccc1-2 (stereo not drawn)	-1	17	0.2	-1.4
Cn1c(=O)n(C)c2cc(C(=O)N3C4CCC3CC(c3ccc(F)cc3)C4)ccc21 (stereo not drawn)	10	15	0.2	-0.1
COc1ccc(CC(=O)Nc2nnc(SCC(=O)Nc3cccc(C)c3)s2)cc1	0	-5	0.0	-0.3
Nc1ccc2c(c1)COc1ccccc1O2	-42	9	-0.1	1.3
O=C(Cc1ccccc1)NC(=S)Nc1ccc(Br)cn1	-23	6	0.5	0.2
CC(C)(C)n1nc2c(c1NC(=O)c1ccco1)CSC2	3	19	0.0	-1.5
O=C(O)CCN1CCN(c2ccccn2)CC1	2	9	0.0	0.0
CCCCOC(=O)c1cccc(N2C(=O)c3cc(Cl)c(Cl)cc3C2=O)c1	8	0	-0.1	0.7
Cc1c(C(=O)N2CCC(C)CC2)sc2ncn(CC(=O)N3CCCCC3)c(=O)c12	0	16	0.4	-1.3
CCOc1ccc(/C=N/N2CCN(Cc3ccc(C)cc3)CC2)cc1OC	-5	20	-0.1	-0.6
COc1ccc(N/C(=N\c2nc(C)cc(C)n2)NC(=O)N2c3ccccc3Sc3ccccc32)c(OC)c1	9	13	-0.2	1.2
O=C(N/N=C/c1ccccc1I)c1ccco1	-46	15	0.3	-2.0
O=C(CCSc1ccccc1)NC(=O)COC(=O)C1CC1	-4	4	-0.2	-0.8
O=C(NCCc1nc(-c2cccnc2)n[nH]1)c1ccc2nc[nH]c2c1	5	22	0.1	-1.0
CC(C)Cc1ccc(CN2CCc3nnc(CCNC(=O)c4ccco4)n3CC2)cc1	5	11	0.0	1.4

Compound profiles, from the list above:
Profile of O=C(CCSc1ccccc1)NC(=O)COC(=O)C1CC1 : TEAD-YAP block = -4; MITF inh = 4; FBW7 act = -0.2; GPR151 activ = -0.8
Profile of Nc1ccc2c(c1)COc1ccccc1O2 : TEAD-YAP block = -42; MITF inh = 9; FBW7 act = -0.1; GPR151 activ = 1.3
Profile of O=C(Cc1ccccc1)NC(=S)Nc1ccc(Br)cn1 : TEAD-YAP block = -23; MITF inh = 6; FBW7 act = 0.5; GPR151 activ = 0.2

The results go on.
SMILES	TEAD-YAP block	MITF inh	FBW7 act	GPR151 activ
CC1(C)Cc2c(sc3nc(NN4C(=O)c5ccccc5C4=O)[nH]c(=O)c23)CO1	3	1	-0.1	-0.4
CC(/C=N\NC(=O)c1cncc(Br)c1)=C\c1ccccc1	2	14	0.1	0.2
CCOC(=O)c1sc(NC(=O)C(C)Sc2nnc(CNC(=O)c3cccc(F)c3)n2Cc2ccccc2)c(C(=O)OCC)c1C (stereo not drawn)	5	14	0.1	-0.6
Cc1ccc(-n2nnnc2CNC(=O)NC2CCCCC2)cc1C	7	12	0.2	-1.0
N#CC1=C(N)Oc2c(c(=O)[nH]c3ccccc23)C1c1ccccc1C(F)(F)F (stereo not drawn)	14	2	-0.1	-1.0
COc1cccc(CN2CCC3(CC2)CC3C(=O)N(C)Cc2nonc2C)c1 (stereo not drawn)	-3	-12	-0.1	-0.4
Nc1c(C(=O)c2ccc3c(c2)OCCO3)oc2ccccc12	-86	-1	0.1	-0.4
Nc1c(C(=O)NCCc2ccccc2)nnn1-c1ccc2c(c1)OCCO2	-12	-5	-0.2	0.1
O=C(Cc1cc(=O)[nH]c(=O)[nH]1)N1CCN(c2cccc(Cl)c2)CC1	-3	4	-0.1	1.6
Cc1cccn2c(=O)c3cc(C#N)c(=O)n(-c4ccccc4F)c3nc12	-3	1	-0.1	0.0
Cc1ccc(N=C(N)NC#N)cc1	-10	13	-0.1	-0.8
CN(C(=O)c1ccc(NC(=O)C(=O)Nc2ccc3c(c2)OCCO3)cc1)C1CCCCC1	-3	-11	0.3	0.7
C=CCn1c(-c2ccc(Cl)cc2)n[nH]c1=S	5	8	0.1	-1.0
CCOc1ccccc1-n1c(=S)sc2c(=O)n(-c3ccccc3)c(SCC(=O)Nc3nccs3)nc21	-4	3	0.0	-0.3
CC(=O)N/N=C/c1cc(C(C)C)cc(/C=N/NC(C)=O)c1O	7	22	-2.0	0.1
O=C(CSc1nc2ccccc2c2nc3ccccc3n12)NCc1ccccc1	3	24	0.0	-1.0
CCOc1ccccc1NC(=O)Cn1cnc2c(nnn2Cc2ccc(F)cc2)c1=O	-3	16	1.0	-0.6
O=C(O)c1ccccc1C(=O)Nc1nc(-c2ccc(Br)cc2)cs1	4	0	2.1*	0.7
COc1ccc(C2CC(c3c(-c4ccccc4)c4cc(Br)ccc4[nH]c3=O)=NN2C(=O)c2ccccc2)cc1 (stereo not drawn)	8	8	-0.1	0.1
COCCn1cc(NC(=O)NCc2ccccc2Cl)c2ccccc21	-5	-11	0.0	0.1
C=CCN(CC=C)C(=O)c1ccc(OC2CCN(Cc3ccccn3)CC2)cc1	5	5	0.0	0.3
CC(C)N(C(=O)COc1ncnc2scc(-c3ccccc3)c12)C(C)C	-4	-2	0.1	0.9
Cc1ccc(Nc2ccc(NC(=O)c3ccccc3F)cc2)nn1	-16	7	0.2	-1.0
CCC(=O)Nc1nc(-c2cccc([N+](=O)[O-])c2)nc2c1c(=O)oc1ccccc12	2	-9	0.1	-0.8
COc1ccc(/C=C2\C=C(c3ccccc3)N(c3cccc(Cl)c3Cl)C2=O)cc1	-10	16	0.2	-0.8
O=C(NC1CCS(=O)(=O)C1)c1ccc(-c2ccccc2)nc1NCc1cccnc1 (stereo not drawn)	2	16	0.3	-0.6
Cc1c(C(=O)Nc2ccc3c(c2)OCCO3)sc2ncn(CC(=O)Nc3ccc(C(C)C)cc3)c(=O)c12	11	18	0.3	0.2
Cc1nn(CCCC(=O)NC(C)c2ccccc2)c(=O)c2nccn12 (stereo not drawn)	-1	1	-0.1	0.2
CCOc1ccc(-c2nc(-c3ccccn3)no2)cc1	98*	6	0.0	-8.4
Cc1ccc(C(=O)Nc2nnc(C)s2)o1	5	0	0.1	0.5
NC(=O)c1ccccc1NC(=S)NC(=O)c1cccc2ccccc12	-7	13	0.7	-0.9
CCSc1nnc2c(n1)OC(c1ccc(O)c(Cl)c1)Nc1ccccc1-2 (stereo not drawn)	-17	18	0.3	-0.2
C=CCN(c1ccccc1Cl)S(=O)(=O)c1cccc(C(=O)O)c1	10	8	0.0	0.1
COC(=O)C(O)(c1ccc(NCc2ccccc2)cc1)C(F)(F)F (stereo not drawn)	-15	-14	0.0	1.0
Cc1ccc(C2C(C(=O)c3cccs3)=C(O)C(=O)N2CCN2CCOCC2)o1 (stereo not drawn)	4	11	0.1	-2.2
CCCOc1ccc(-c2nn(-c3ccccc3)cc2/C=c2\sc3nc(-c4cccs4)nn3c2=O)cc1C	-11	9	0.6	-1.6

Quoted from the listing:
MITF inh, C=CCN(c1ccccc1Cl)S(=O)(=O)c1cccc(C(=O)O)c1 : 8
GPR151 activ, CCCOc1ccc(-c2nn(-c3ccccc3)cc2/C=c2\sc3nc(-c4cccs4)nn3c2=O)cc1C : -1.6

Next part.
SMILES	TEAD-YAP block	MITF inh	FBW7 act	GPR151 activ
Nc1c(C(=O)Nc2ccccc2)sc2nc3c(c(-c4ccc(Cl)cc4)c12)CCC3	-6	7	0.0	0.1
COc1cccc(-c2nc(C=Nc3ccc4ccccc4c3)c(O)o2)c1	-11	19	0.0	1.2
COc1ccc(CCNC(=O)COc2ccc(C)c(C)c2)cc1	2	13	-0.2	2.2
CC(=O)OC12CC3C(C1C(C)=NO2)C3(C)C (stereo not drawn)	4	5	-0.2	-0.3
COc1ccc(-n2nc(C(=O)NCC(=O)N3CCN(c4ccccc4)CC3)c3ccccc3c2=O)cc1Cl	2	24	-0.1	0.6
CCOC(=O)c1c(NC(=O)c2cccc([N+](=O)[O-])c2C)sc(C)c1C	-6	-7	0.0	0.8
O=[N+]([O-])c1ccc(Nc2nc(Cl)nc(NCc3ccco3)n2)cc1	6	-1	0.2	-0.1
Cc1ccc(CNC(=O)CNC(=S)N(Cc2ccc(F)cc2)C2CCCCC2)cc1	3	4	0.8	0.6
COc1cccc(NC(=O)CSc2nc3c(sc(=S)n3-c3ccccc3C)c(=O)n2-c2ccc(C)cc2)c1	2	15	0.4	0.8
Cc1ccsc1CN1CCc2nnc(CNC(=O)c3ccccc3)n2CC1	1	2	0.0	0.6
COc1cc(/C=C2/SC(=S)NC2=O)cc(Cl)c1OC	6	-14	-0.2	0.4
Cc1csc(NC(=O)CN(C)S(=O)(=O)c2ccc3c(c2)CCC(=O)N3)n1	6	5	-0.1	-0.1
COC(=O)N/N=C/c1cc(C)n(-c2ccc(F)cc2)c1C	-13	10	-0.1	-0.7
Cc1ccc(NC(=O)C2C3C=CC4(O3)C2C(=O)N(Cc2cccnc2)C4C(=O)NC2CCCCC2)cc1Cl (stereo not drawn)	2	9	0.3	-0.6
O=C1c2ccccc2NC(c2ccc3c(c2)OCO3)N1c1ccc(F)c(Cl)c1 (stereo not drawn)	-33	4	0.1	-6.1

Quoted at random: two compounds from above.
SMILES	TEAD-YAP block	MITF inh	FBW7 act	GPR151 activ
CCOC(=O)c1c(NC(=O)c2cccc([N+](=O)[O-])c2C)sc(C)c1C	-6	-7	0.0	0.8
COC(=O)N/N=C/c1cc(C)n(-c2ccc(F)cc2)c1C	-13	10	-0.1	-0.7

Rewritten with bars between the fields: 3 of the compounds above.
Structure | TEAD-YAP block | MITF inh | FBW7 act | GPR151 activ
COC(=O)N/N=C/c1cc(C)n(-c2ccc(F)cc2)c1C | -13 | 10 | -0.1 | -0.7
Cc1ccc(NC(=O)C2C3C=CC4(O3)C2C(=O)N(Cc2cccnc2)C4C(=O)NC2CCCCC2)cc1Cl (stereo not drawn) | 2 | 9 | 0.3 | -0.6
O=C1c2ccccc2NC(c2ccc3c(c2)OCO3)N1c1ccc(F)c(Cl)c1 (stereo not drawn) | -33 | 4 | 0.1 | -6.1

Compounds were not picked by outcome. About 3.4% of those tested had a hit in this group.
